High-throughput results from PubChem.
GLP1R inv ag = qHTS of GLP-1 Receptor Inverse Agonists (Inhibition Mode) | Glucagon-like peptide 1 receptor (Homo sapiens), P43220 | AID 624417, 2012 | HEK293 GLP-1R CRE-luciferase, luminescence, 24 h; GLP-1R form is constitutively active | Potency, µM (highest dose often 38.3 µM), for the others: top-dose activity change, negative = inhibition, most hits filed as inhibitors | actives 1.6% (n = 410,000); also: potency is read from the fitted curve at half-maximal effect; % is scaled to controls: 0 for no effect and ±100 for the full control effect; nearly all actives have a fitted effect of over 55% in size
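Readout was luciferase luminescence, measured 12 min after detection reagent at room temperature. Beforehand, GLP-1R reporter HEK293 cells had sat 12 h, then received compounds for 24 hr at 37 deg C.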
GLP1R ag = qHTS of GLP-1 Receptor Agonists | Glucagon-like peptide 1 receptor (Homo sapiens), P43220 | HEK293 GLP-1R CRE-luciferase, luminescence, 4-6 h; cells express a hypersensitive GLP-1R form | Potency, µM (highest dose often 45.6 µM), for the others: at the highest dose activation, usual class: activators | actives 0.007% (n = 380,000); also: potency is read from the fitted curve at half-maximal effect; % of control where 0% means no effect
aSyn yeast inh = qHTS of alpha-syn Inhibitors; Yeast expressing alpha-synuclein, growth rescue, BacTiter-Glo, 24 h; Potency, µM (top dose mostly 46.1 µM), without a hit: top-dose growth rescue (activation), usual class: activators; actives 0.14% (n = 370,000); also: potency is read from the fitted curve at half-maximal effect; % of control where 0% means no effect; nearly all actives have a fitted effect of over 65% in size
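Readout is rescue of growth in alpha-synuclein-expressing yeast, so inhibitors of toxicity appear as activators. Growth after 24 hr at 30 deg C in galactose medium is quantified by luminescence.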
KB-V1 cytotox = qHTS assay for MDR1-selective chemotherapeutics: Primary screen using the drug-selected MDR subline cells KB-V1 | KB-V1 MDR cells viability, CellTiter-Glo, 72 h | Potency, µM (highest dose often 46.1 µM), inactives show top-dose activity change, negative = cytotoxicity, actives largely listed as cytotoxic | actives 3.4% (n = 400,000) | AID 1347076, 2019; also: potency is read from the fitted curve at half-maximal effect; % is scaled to controls: 0 for no effect and ±100 for the full control effect; nearly all actives have a fitted effect of over 60% in size
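KB-V1 MDR subline cells in DMEM (phenol-red free, 10% FBS) exposed to compounds in qHTS concentration series for 72 h at 37 degrees C. Viability read by CellTiter-Glo luminescence; concentration-effect curves fitted after normalization and correction.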
TDP43 rescue = qHTS of TDP-43 Inhibitors | TDP-43 expressing yeast growth rescue, BacTiter-Glo, 24 h | Potency, µM (highest dose often 46.1 µM), for inactives: at the highest dose growth rescue (activation), most hits filed as activators | actives 1.8% (n = 410,000); also: potency is read from the fitted curve at half-maximal effect; % of control where 0% means no effect; nearly all actives have a fitted effect of over 50% in size
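Growth rescue of TDP-43-toxic yeast measured as ATP luminescence (BacTiter-Glo). Cells grown to mid-log in raffinose, induced in galactose at OD600=0.02, exposed to compound 24 hr at 30 deg C.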
DRD3 antagonist = qHTS of D3 Dopamine Receptor Antagonist: qHTS; actives 2.5% (n = 360,000); max response, negative = inhibition, %; D3R cells, DiscoveRx beta-arrestin luminescence, antagonist mode; active compounds read low; in the data active = max response below about -50%; inconclusive = no clear call, values can overlap the other calls; also: % is scaled to controls: 0 for no effect and ±100 for the full control effect; mostly tested at two doses, the higher about 12 µM
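Cells expressing the human receptor were seeded at 1500 cells/well, incubated overnight at 37 degrees C in 5% CO2, then exposed to library compounds with dopamine controls for 90 minutes at 37 degrees C before luminescent detection.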
DRD3 agonist = qHTS of D3 Dopamine Receptor Agonist: qHTS; D(3) dopamine receptor (Homo sapiens), P35462; D3R DiscoveRx beta-arrestin cells, luminescence, 90 min; max activation, %; actives 0.58% (n = 410,000); AID 652048, 2013; in the data active = max activation above about 30%; also: 0% is about no effect; mostly tested at two doses, the higher about 12 µM
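Agonist mode: compounds and dopamine controls were applied to plated cells for 90 min at 37 degrees C after an overnight attachment at 1500 cells/well. Luminescent read-out followed 30 - 60 minutes at room temperature with DiscoveRx detection reagent.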
PTHR1 agonist = qHTS for PTHR1 Agonists: Primary Screen | actives 0.075% (n = 410,000) | Potency, µM (top dose mostly 115 µM), for the others: at the top dose activation, usual class: activators | Parathyroid hormone/parathyroid hormone-related peptide receptor (Homo sapiens), Q03431 | HEK293 GP2 PTHR1 cells, GloSensor cAMP luminescence, 1 h; also: potency is read from the fitted curve at half-maximal effect; nearly all actives have a fitted effect of over 55% in size; some results filed as inactive show a strong effect at the top dose; inactives centre near -15; many of its hits are not listed in these tables
Target sequence (Q03431 whole entry, looked up): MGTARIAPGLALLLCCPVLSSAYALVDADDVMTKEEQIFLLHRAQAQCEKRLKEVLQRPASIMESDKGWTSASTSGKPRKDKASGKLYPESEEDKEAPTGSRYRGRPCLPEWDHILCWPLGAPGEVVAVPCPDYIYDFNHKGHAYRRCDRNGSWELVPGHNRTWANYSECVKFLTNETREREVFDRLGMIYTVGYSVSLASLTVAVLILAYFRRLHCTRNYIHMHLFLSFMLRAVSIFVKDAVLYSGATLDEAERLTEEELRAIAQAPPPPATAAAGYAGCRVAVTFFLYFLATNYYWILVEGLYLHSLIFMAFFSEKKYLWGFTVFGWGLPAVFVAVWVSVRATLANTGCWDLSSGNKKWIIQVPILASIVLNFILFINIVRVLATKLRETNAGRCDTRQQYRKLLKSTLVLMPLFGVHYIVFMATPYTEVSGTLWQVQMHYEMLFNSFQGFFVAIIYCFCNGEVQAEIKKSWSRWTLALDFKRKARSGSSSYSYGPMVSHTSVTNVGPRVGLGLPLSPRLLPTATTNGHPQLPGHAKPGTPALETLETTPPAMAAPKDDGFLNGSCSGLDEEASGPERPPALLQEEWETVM
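HEK-293-derived GP2 cells expressing PTHR1 and a GloSensor cAMP reporter, 3,000/well, plated overnight, given luciferin plus IBMX (each 0.5 mM as added) for 1 h at 37 °C, then compound for 1 h at 37 °C. Luminescence was read after 15 min at room temperature.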
GLP1R cytotox = qHTS of GLP-1 Receptor Inverse Agonists: Cytotox Screen. HEK293 cAMP-luciferase reporter cells, luminescence, 24 h. actives 0.13% (n = 410,000). AID 624418, 2012. Potency, µM (highest dose often 38.3 µM), without a hit: at the top dose activity change, negative = inhibition, usual class: inhibitors;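 also: loss of luciferase light is scored as toxicity; potency is read from the fitted curve at half-maximal effect; % is scaled to controls: 0 for no effect and ±100 for the full control effect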
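1536-well qHTS counterscreen of the MLSMR; 200 cells/uL, 12 h pre-incubation, 23 nL cpd, 24 h at 37 deg C 5% CO2, luciferase detection reagent, 12 min RT, luminescence. Inhibition = undesired.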
An asterisk follows results filed as active; i = inactive; ? = inconclusive; . = no result given; [ ] = remark or other dose. Unless noted, calls follow the shape of the dose curve; as a rule, active = well fitted curve in the direction sought with a large enough effect; inconclusive = small, poorly fitted or top-dose-only effect, or another doubt; inactive = no such curve, though single readings can be large; an effect the other way counts as inactive or inconclusive. Not all compounds are listed; rates above refer to the full screens.

Value order – DRD3 agonist, GLP1R inv ag, DRD3 antagonist, aSyn yeast inh, TDP43 rescue, GLP1R ag, PTHR1 agonist, KB-V1 cytotox, GLP1R cytotox
CCc1nc2ccc(C(=O)Nc3cccc(OCC(=O)N(C)C)c3)cn2c1N(CCN(C)C)CC1CC1
 : 0, 17%, -14, 0%, 4%, 11%, 3%, 2%, -6%
O=C1Nc2ccc(Br)cc2/C1=N\N=C\C1=C(N2CCOCC2)C(=C/c2ccccc2)/CC1
 : -5, 15%, -13, -10%, -37%[inhibitor], 7%, i, 16%, -21%
CC(=O)c1cccc(NC(=O)CSc2nnc3ccc(-c4ccc(C)cc4)nn23)c1
 : 3, 5%, ., ., 30%, ., i, ., 13%
Nc1nc(-c2ccc(Cl)cc2)nc(-c2ccc(Cl)cc2)n1
 : 23, 7%, 46, 9%, -3%, -4%, -10%, -8%, 22%
O=C1NC(=O)/C(=C/c2ccc(-c3cccc([N+](=O)[O-])c3)o2)S1
 : -3, 2%, 19, 2%, -26%, 1%, -1%, ?, -25%
CCOc1cc(/C=C2/NC(=O)NC2=O)cc([N+](=O)[O-])c1O
 : -20, 16%, -86*, -14%, -19%, 1%, -3%, 3%, ?
COc1cccc(NC(=O)COC(=O)/C=C/c2c(C)nn(-c3ccccc3)c2C)c1
 : -2, ?, 9, -17%, 20µM*, 7%, -37%[inhibitor], 0%, -5%
COc1ccc(CNC(=O)CN(C(=O)c2snc(C(N)=O)c2N)c2ccccc2F)cc1
 : 16, 21%, -2, 0%, 0%, 17%, i, 2%, 1%
O=C(NCc1ccc(Cl)cc1)c1ccc(-c2ccc(F)c(F)c2)c2ccoc12
 : -9, ?, 0, 0%, 5%, -9%, i, -8%, 2%
CC1CCCC(NC(=O)c2ccc3c(c2)NC(=O)CS3)C1C (stereo not drawn)
 : -3, -9%, 10, -11%, 7%, 12%, -22%, 2%, -9%
Cc1ccc(C(=O)N(CCN2CCCCC2)CC2CCCN(C3CCCC3)C2)s1 (stereo not drawn)
 : -35, 8.9µM*, -29, -3%, -33%[inhibitor], 45%, -20%, -34%, ?
CC(C)(C)C(=O)C[n+]1ccc(C(N)=O)cc1
 : 1, 14%, 19, -4%, 16%, 1%, i, 24%, 0%
Cc1ccc(-c2noc(CSc3nnnn3-c3ccccc3)n2)cc1
 : 9, ?, 11, -28%, 25%, 10%, 19%[57.5 µM], 2%, -14%
Nn1c(Cc2cccc3ccccc23)nnc1SCCOc1ccc(F)cc1
 : -7, ?, -1, ?, ?, -2%, -63%[inhibitor], ?, -8%
O=C(NCC1CCCN(C(=O)NCc2ccccc2)C1)c1ccc2c(c1)OCO2 (stereo not drawn)
 : -6, -18%, -7, 5%, 1%, 4%, -4%, ?, -4%
NC(=O)C[C@H](NC(=O)c1ccc(Cl)cc1)C(=O)OCc1ccccc1
 : 0, 15%, 6, 5%, 19%, -4%, i, -21%, -2%
COc1ccc(-c2ccc(SCC(=O)N3CCN(c4ccccc4)CC3)nn2)cc1
 : 7, 15%[0.307 µM], -3, 5%, -17%, -9%, i, -1%, 24%[0.307 µM]
COc1ccc(-c2nnc3n2-c2ccccc2SC3)cc1OC
 : -6, 11%, 3, -1%, -5%, 27%, i, ?, -18%
CCOc1ccc(OCC)c(Nc2nc3ccccc3c3nnc(C)n23)c1
 : 6, 2%, ., ., 24%, ., -16%, 2%, -1%
Cc1cc(=O)[nH]c(N/N=C/c2c(F)c(F)c(F)c(F)c2F)n1
 : 2, 17%, 9, -2%, 5%, -1%, i, ?, 10%
CC1N(C(=O)N2CCOCC2)CCN1S(=O)(=O)c1cccc(C(F)(F)F)c1 (stereo not drawn)
 : -3, 7%, -3, 4%, ?, 7%, -23%, -13%, -6%
CC(=O)NNS(=O)(=O)c1scc(S(=O)(=O)c2ccc(Cl)cc2)c1C
 : -4, -9%, -8, 0%, 15%, 2%, i, 18%, 5%
c1ccc2c(c1)OCCOCCOc1ccccc1OCCOCCO2
 : 5, -25%, -1, 17%, 11µM*, -13%, -15%, ?, 1%
CN1CCC(OC(=O)c2ccco2)CC1
 : -11, -4%[0.307 µM], 6, 1%, 6%, 4%, i, 15%, -10%[0.307 µM]
